AmpC detergent – qHTS Inhibitors of AmpC Beta-Lactamase (assay with detergent); P00811; AmpC hydrolysis of nitrocefin, absorbance 480 nm, 0.01% Triton; 370,000 compounds, 0.041% hits; Potency, µM (top dose mostly 114 µM), for the others: at the highest dose activity change, negative = inhibition, most hits filed as inhibitors; AID 485294, 2010;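 note: potency is the fitted concentration of half-maximal effect; 0% = no-compound wells and -100% = no-enzyme wells; nearly all actives have a fitted effect of over 25% in size; some results filed as inactive show a strong effect at the top dose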
Target sequence (P00811 whole entry, looked up): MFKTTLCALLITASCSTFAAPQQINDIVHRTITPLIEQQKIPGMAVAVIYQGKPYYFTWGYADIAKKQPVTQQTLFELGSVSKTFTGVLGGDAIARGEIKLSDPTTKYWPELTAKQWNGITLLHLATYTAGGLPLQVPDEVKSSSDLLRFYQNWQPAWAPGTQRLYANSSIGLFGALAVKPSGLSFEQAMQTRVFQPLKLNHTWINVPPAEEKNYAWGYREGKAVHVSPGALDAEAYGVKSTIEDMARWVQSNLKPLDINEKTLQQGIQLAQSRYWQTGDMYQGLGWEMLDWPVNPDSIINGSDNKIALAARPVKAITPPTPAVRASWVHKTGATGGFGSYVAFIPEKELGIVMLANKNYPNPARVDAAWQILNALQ
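AmpC (5.3 nM in the dispensed reagent) in 20 mM phosphate pH 7.0 with 0.01% (detergent screen) or 0.0001% Triton X-100 was preincubated with compounds for 15 min at room temperature. Nitrocefin was then added from an 800 uM solution, and hydrolysis was followed at 480 nm.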
AmpC no deterg – qHTS Inhibitors of AmpC Beta-Lactamase (assay without detergent). P00811. AmpC nitrocefin hydrolysis, absorbance 480 nm, 0.0001% Triton. Potency, µM (doses to about 57.1 µM), for the others: at the highest dose activity change, negative = inhibition, usual class: inhibitors. 330,000 compounds, 0.52% hits. AID 485341, 2010;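 note: potency is the fitted concentration of half-maximal effect; plate controls were no compound for no effect and no enzyme for full effect; nearly all actives have a fitted effect of over 20% in size; some results filed as inactive show a strong effect at the top dose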
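20 mM phosphate pH 7.0 + 0.01% (detergent screen) or 0.0001% Triton X-100; 5.3 nM AmpC reagent; cpd preinc 15 min RT; nitrocefin (800 uM stock) to start; A480 q20 s × 4 min; Activity was normalised to no-enzyme and no-compound control wells.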
Sm TGR inh – qHTS Assay for the Inhibitors of Schistosoma Mansoni Peroxiredoxins; Schistosoma mansoni thioredoxin glutathione reductase (TGR), Q962Y6; purified TGR, DTNB reduction, TNB absorbance 405 nm; Potency, µM (highest dose often 114 µM), for the others: at the top dose activity change, negative = inhibition, actives largely listed as inhibitors; 360,000 compounds, 3% hits; note: potency is the fitted concentration of half-maximal effect; nearly all actives have a fitted effect of over 60% in size
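Kinetic colorimetric format: TGR-catalysed, NADPH-driven DTNB reduction monitored via TNB absorbance. Enzyme dispensed at 20 nM; compound exposure 15 min at room temperature before reaction start.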
HCMV inh – qHTS Assay for inhibitors of the human cytomegalovirus (HCMV); HFF cells, HCMV-luciferase reporter, 72 h; active compounds read low; activity change, negative = inhibition, % at 57.5 µM; 410,000 compounds, 4.5% hits; in the data active = activity change below about -60%; inconclusive = no clear call, values can overlap the other calls; inactive = above about -39%
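HFF cells seeded 16 h at 37C, treated with compounds, infected with luciferase-reporter HCMV at MOI 1 PFU/cell; luciferase read at 72 h post infection, normalized to buffer-only and Salinomycin controls.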
AMA1 RON2 block – qHTS for Inhibitors of AMA1-RON; Towards Development of Antimalarial Drug Lead: Primary Screen. AlphaScreen AMA1-biotinylated RON2 peptide binding. Potency, µM (top dose mostly 58.2 µM), inactives show at the top dose activity change, negative = inhibition, actives largely listed as inhibitors. 360,000 compounds, 0.2% hits. AID 720542, 2013;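 note: potency is the fitted concentration of half-maximal effect; 0% = vehicle wells and -100% = peptide control; nearly all actives have a fitted effect of over 45% in size; some results filed as inactive show a strong effect at the top dose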
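AMA1 (3D7) with his tag at 25 nM final met compounds first, then biotinylated RON2 peptide at 25 nM; detection used donor plus acceptor beads, 10 µg/mL apiece, read by AlphaScreen after 30 min at room temperature.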
TbPYK inhibitor – qHTS of Trypanosoma Brucei Inhibitors; 410,000 compounds, 0.12% hits; Potency, µM (titrated, usually from 76.8 µM), for the others: top-dose activity, negative = inhibition, actives largely listed as inhibitors; TbPYK enzyme, Kinase-Glo Plus ATP luminescence, 45 min; note: potency is the fitted concentration of half-maximal effect; nearly all actives have a fitted effect of over 50% in size
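Quantitative HTS: titrated library compounds versus trypanosomal pyruvate kinase in TEA buffer (pH 7.2) containing KCl, MgCl2, BSA and Tween-20. Reactions were initiated with ADP, 130 uM final. Kinase-Glo Plus luminescence was read after 45 min at RT.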
LmPK inh – qHTS Assay for Inhibitors of Leishmania Mexicana Pyruvate Kinase (LmPK) | Q27686 | purified LmPK, Kinase-Glo ATP luminescence, 1 h | Potency, µM (top dose mostly 57.5 µM), for inactives: top-dose activity change, negative = inhibition, usual class: inhibitors | 290,000 compounds, 0.37% hits | AID 1721, 2009; note: potency is the fitted concentration of half-maximal effect
Target sequence (Q27686 whole entry, looked up): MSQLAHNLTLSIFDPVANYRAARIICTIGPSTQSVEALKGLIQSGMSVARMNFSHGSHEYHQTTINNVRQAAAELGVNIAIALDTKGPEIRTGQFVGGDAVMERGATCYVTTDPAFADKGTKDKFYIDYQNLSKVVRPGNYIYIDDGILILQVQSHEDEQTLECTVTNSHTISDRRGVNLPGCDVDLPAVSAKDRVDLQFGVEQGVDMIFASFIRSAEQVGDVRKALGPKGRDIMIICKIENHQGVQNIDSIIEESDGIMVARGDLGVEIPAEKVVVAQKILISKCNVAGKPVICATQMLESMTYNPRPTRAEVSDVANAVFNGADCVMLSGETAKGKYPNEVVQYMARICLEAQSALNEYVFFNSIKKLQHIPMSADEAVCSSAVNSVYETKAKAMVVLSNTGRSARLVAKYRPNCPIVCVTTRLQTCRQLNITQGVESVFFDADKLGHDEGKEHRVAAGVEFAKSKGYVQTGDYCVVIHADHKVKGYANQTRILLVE
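In 50 mM imidazole pH 7.2 with 7 mM MgCl2, LmPK (0.1 nM) turned over PEP (0.5 mM) and ADP (0.1 mM) for 1 h at room temperature. Luciferase read-out of ATP.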
The depositor's hits bear a star; u = inconclusive; x = not tested or not shown; & = joins results of further samples; [ ] = dose if it differs, or a comment. Unless noted, calls come from the whole dose curve; as a rule, active = well fitted curve in the direction sought with a large enough effect; inconclusive = small, poorly fitted or top-dose-only effect, or another doubt; inactive = no such curve, though single readings can be large; an effect the other way counts as inactive or inconclusive. Unless noted, % is set by controls: 0 for no effect and ±100 for the full control effect.

SMILES	AmpC detergent	AmpC no deterg	Sm TGR inh	HCMV inh	AMA1 RON2 block	TbPYK inhibitor	LmPK inh
O=c1nc2n(c3c4c(sc13)CCC4)CCC2	8%	0%	-34%	19	-17%	-18%	0%
CC(C)CN(C(=O)COC(=O)Cc1c[nH]c2ccccc12)c1c(N)n(Cc2ccccc2)c(=O)[nH]c1=O	-9%	-17%	-11%	-18	-11%	-10%	x
COc1ccccc1CNc1cc(C)ccn1	-1%	-27%	3%	-14	-6%	-5%	0%
COc1ccc(-c2cc(OC(=O)c3ccccc3C)c3c(C)oc(C)c3c(=O)c2)cc1	-1%	x	u	34	x	-10%	x
CCn1c(=O)ccc2cc([N+](=O)[O-])ccc21	-5%	-4%	x	-5	-9%	6%	-3%
O=C(COc1ccc(/C=N/NC(=O)c2ccncc2)cc1)Nc1ccccc1	-5%	-3%	5%	-19	55%[activator]	-5%	-7%
O=C(Nc1c(Cl)cc(Cl)cc1C(=O)NCc1cccnc1)c1ccc(Cl)cc1Cl	4%	-10%	6%	13	-1%	-3%	5%
Brc1ccc(OCc2nnc3n2CCC3)cc1	-16%	-16%	-7%	-20	4%	2%	-2%
CC(C)(C)c1ccc(OCc2ccc(C(=O)N3CCOCC3)o2)cc1	1%	165%[activator]	0%	-71*	7%	-3%	11%
O=C(C=CC=Cc1ccccc1)c1ccc([N+](=O)[O-])cc1	x	x	x	-31	-16%	5%	x
S=C(NCCN1CCOCC1)Nc1ccc(Cl)cc1	-7%	-19%	4%	-3	-6%	2%	0%
NC(=O)CCn1c(C(=O)c2ccc(Cl)cc2)c2ccccc2[n+]1[O-]	-11%	-5%	0%	-88*	-7%	2%	-15%
CSCC[C@H](NC(=O)CCCn1nnc2ccccc2c1=O)C(=O)O	6%	-16%	19%	-37	-12%	3%	-4%
CCSc1nnc(NC(=O)C2Cc3ccccc3CN2S(=O)(=O)CC)s1 (stereo not given)	3%	-18%	3%	24	63%[activator]	1%	3%
COc1ccc(C)cc1NC(=O)COC(=O)c1ccc2ccccc2n1	-11%	1%	-2%	213	-11%	4%	x
Cc1ccc2c(CN(C)Cc3cccc(F)c3)cc(=O)oc2c1C	0%	-16%	1%	-18	12%	-2%	2%
Cc1cccc(N2N=C(C(=O)O)CCC2=O)c1	1%	-7%	-33%	84	18%	6%	-3%
O=C(NCc1ccc(F)cc1)C1CCN(C(=O)Nc2ccc(F)cc2)CC1	u	-7%	-3%	40	32%[activator]	-1%	1%
O=C(COc1ccc2ccccc2c1Br)NC(=S)Nc1cccc(CO)c1	u	-36%	-6%	0	4%[2.32 µM]	-1%	-1%
O=C(N/N=C/c1cn(-c2ccccc2)nc1-c1cc2ccccc2o1)c1c[nH]c2ccccc12	-1%	-33%	x	64	2%	0%	5%
CCc1ccc(NC(=O)N2CCN(C(=O)c3nsc4ccccc34)CC2)cc1	-5%	x	-6%	u	x	-1%[15.4 µM]	x
CCOC(=O)c1cc(S(=O)(=O)N2CC(C)CC(C)C2)cn1C (stereo not given)	u	18%	-9%	14	-2%	4%	2%
O=S(=O)(NCc1cc(-c2ccc(Cl)cc2)no1)c1ccccc1	-9%	-21%	-2%	15	-10%	1%	-1%
O=C(CC1Oc2ccccc2NC1=O)NCc1ccc(Cl)cc1 (stereo not given)	-13%	-10%	78%[activator]	-15	20%	-11%	0%
COC(=O)Cn1cc(C(=O)OC)c2ccccc21	1%	-12%	-13%	0	-30%	-5%	-8%
Cc1cc(=O)c(C(=O)O)nn1-c1ccc(Cl)cc1	2%	-4%	0%	-5	-3%	-13%	0%
CCOc1ccc(OCCC(=O)Nc2ccccc2C(=O)NC2CC2)cc1	x	x	x	-7	-6%	2%	x
COc1cc(C(=O)NCCC2=CCCCC2)ccc1OC1CCN(C(C)=O)CC1	3%	125%[activator]	0%	16	-9%	-1%	-9%
O=C(NCCN1CCC(n2c(=O)[nH]c3ccccc32)CC1)c1cccnc1Cl	x	x	x	15	0%	3%	x
Cc1c(F)cccc1NS(=O)(=O)c1ccc(OCCNS(C)(=O)=O)cc1	2%	-6%	8%	u	19%	-2%	-1%
CC1CCN(CCCNS(=O)(=O)c2cc(Br)cc3c2N(C(=O)C2CC2)CC3)CC1	u	15%	0%	4	-10%	-3%	-6%
Cc1nn(Cc2ccc(C(=O)Nc3nc4c(C)cccc4s3)o2)c(C)c1Br	u	-41%	-8%	9	-1%	-7%	-1%
O=C(CCCOc1ccccc1)Nc1nc2ccccc2[nH]1	6%	-23%	5%	25	7%	2%	2%
CC(=O)c1ccc(N2CCN(C(=O)C3CCCN(S(=O)(=O)c4c(C)[nH]c(=O)[nH]c4=O)C3)CC2)cc1 (stereo not given)	1%	-20%	-6%	-33	9%	-19%	-1%
O=C(Nc1ccc(F)cc1)Nc1cccnc1	-11%	-7%	0%	4	-9%	2%	3%
c1ccc(-c2nnc(N3CCCC3)nc2-c2ccccc2)cc1	-6%	14%	-8%	0	7%	-1%	-2%
O=[N+]([O-])c1cccc(CN2CCC(Cc3ccccc3)CC2)c1	-14%	54%	6%	-7	u	22%	2%
Cc1ccc(F)cc1NC(=O)CN1C(=O)NC(C)(c2ccc3c(c2)OCCO3)C1=O (stereo not given)	4%	-32%	-2%	-4	-2%	-5%	x
Nc1nc(NCCCN2CCOCC2)nc(Nc2ccccc2)c1[N+](=O)[O-]	-7%	10%	-2%	-29	-3%	-5%	-1%
COc1ccccc1N1CCNCC1	2%	-20%	-5%	18	9%	1%&-10%	7%
CC(C)OCCCn1c(SC(C)C(=O)NCC2CCCO2)nc2cc(Cl)ccc2c1=O (stereo not given)	0%	2%	-1%	-26	19%	2%	x
CCC(C)c1ccccc1OCCOCCN1CCCC1 (stereo not given)	4%	6%	-1%	-31	-1%	0%	-2%
Fc1cccc2sc(Nc3nnc(-c4ccccc4)o3)nc12	-6%	-46%	0%	32	46%[activator]	2%	1%
O=C(O)c1cc2ccc3ccccc3c2[nH]1	3%	-9%	-3%	49	0%	-5%	-5%
O=C(C1CCCN(Cc2nc(-c3cccs3)no2)C1)N1CCOCC1 (stereo not given)	3%	-6%	-6%	0	2%	-26%	2%
O=C(O)c1ccc(/C=C/c2ccc3cccc(O)c3n2)cc1	-6%	-35%	-20%	10	85%[activator]	-6%	-21%
O=C(NNc1ccccc1C(F)(F)F)c1cccs1	-4%	-17%	0%	116	0%	4%	1%
CC(C)N1CCN(Cc2ccc(OC3CCCC3)cc2)CC1CCO (stereo not given)	u	0%	-27%	-24	4%	2%	-6%
CC(=O)Nc1nc(CC(C)C)cc(-c2ccco2)c1C#N	-9%	x	-5%	-1	24%	-4%	-8%
CCOc1ccc(C(=O)OCC(=O)NCC2CCCO2)cc1 (stereo not given)	x	-13%	x	-17	1%	-2%	x

5 entries out of the list, arranged by molar mass, rising:
SMILES	AmpC detergent	AmpC no deterg	Sm TGR inh	HCMV inh	AMA1 RON2 block	TbPYK inhibitor	LmPK inh
O=C(O)c1cc2ccc3ccccc3c2[nH]1	3%	-9%	-3%	49	0%	-5%	-5%
O=C(NNc1ccccc1C(F)(F)F)c1cccs1	-4%	-17%	0%	116	0%	4%	1%
CCC(C)c1ccccc1OCCOCCN1CCCC1 (stereo not given)	4%	6%	-1%	-31	-1%	0%	-2%
Fc1cccc2sc(Nc3nnc(-c4ccccc4)o3)nc12	-6%	-46%	0%	32	46%[activator]	2%	1%
CC(C)N1CCN(Cc2ccc(OC3CCCC3)cc2)CC1CCO (stereo not given)	u	0%	-27%	-24	4%	2%	-6%

Additional records
SMILES	AmpC detergent	AmpC no deterg	Sm TGR inh	HCMV inh	AMA1 RON2 block	TbPYK inhibitor	LmPK inh
CCc1nc(SCC(=O)Nc2ccccc2C)n[nH]1	u	-16%	-23%	10	-3%	-2%	-2%
CCC1ON(c2ccccc2)C2c3nc4ccccc4n3CC12 (stereo not given)	-5%	-2%	1%	79	11%	4%	3%
Nc1ccc(NS(=O)(=O)c2ccccc2)cc1	7%	-21%	1%	12	-4%	-1%	4%[11.5 µM]
Cc1nc(C)c(C(=O)NNC(=O)c2ccc(Br)cc2)s1	u	-6%	-3%	u	29%	-14%	-2%
COc1ccc(C(=O)N2CCc3cc(OC)c(OC)cc3C2COc2ccc3c(C)cc(=O)oc3c2)c(OC)c1 (stereo not given)	4%	x	-2%	13	x	0%	x
COc1ccc(CNC(=O)CCS(=O)(=O)c2cc3c(cc2Cl)NC(=O)CO3)cc1	4%	-19%	5%	-17	27%	-4%	1%
Cc1occc1C(=O)NNC(=O)NC12CC3CC(CC(C3)C1)C2	1%	2%	-7%	-8	42%[activator]	-2%	-2%
CSCCC(NS(=O)(=O)c1ccc2c(c1)oc(=O)n2C)C(=O)N1CCN(c2ccc(C(C)=O)cc2)CC1 (stereo not given)	4%	x	8%	u	x	8%[15.4 µM]	x
CC1(C)SC(=S)N(/N=C/c2cccnc2)C1N(O)C(=O)NC1CCCCC1 (stereo not given)	-1%	-7%	-4%	1	9%	-3%	2%
Cc1ccc2ncc(C(=O)Nc3ccc(OC(F)(F)F)cc3)c(=O)n2c1	-8%	x	-9%	19	x	-1%	x
CC1CCC2(CC1)NC(=O)N(CC(=O)Nc1ccc(F)cc1)C2=O (stereo not given)	-10%	-11%	-14%	-27	0%	-9%	x
O=C(CCn1ccc2cc(S(=O)(=O)N3CCCC3)ccc21)NCc1cccc(Cl)c1	-3%	x	-5%	-11	x	-2%	x
COc1cccc(-c2cc(C(=O)Nn3cnnc3)c3ccccc3n2)c1	-15%	-14%	1%	55	-4%	1%	-14%
Cn1c2ccccc2c2c(C(=O)NCc3ccco3)cn(C3CCCCC3)c(=O)c21	-12%	4%	79µM*	-28	0%	-30%	2%
CCOc1ccc2oc(=O)cc(CN3CCN(C(=O)c4ccc(OC)c(OC)c4)CC3)c2c1	13%	x	-15%	1	x	4%	x
O=C(O)c1[nH]c2ccccc2c1C=NCc1ccccc1Cl	-4%	-26%	-11%	-16	12%	-3%	-2%
O=S(=O)(Nc1cccnc1)c1ccc(Cl)cc1	-3%	-6%	-3%	-15	2%	1%	0%
O=C(O)C1CCN(S(=O)(=O)c2cccnc2)CC1	-1%	-4%	28%	-31	2%	-1%	-11%

Screening results as filed in PubChem.
